LYP inhibition = inhibitors of LYP phosphatase, biochemical, fluorescence intensity, uHTS (AID 1779). recombinant LYP phosphatase, fluorescence intensity; higher % means a stronger effect. inhibition, % at 11.5 µM; hits with a dose series show IC50 in µM. 0.054% of 290,000 active;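 also: plate controls were vehicle with enzyme for no effect and no enzyme for full effect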
AID2073 = inhibitors of Mint1-CaV2.2 protein interaction, biochemical, HTRF (AID 2073) | HTRF protein-protein interaction, Mint1-CaV2.2; higher % means a stronger effect | 0.19% of 290,000 active | inhibition, % at 20 µM; hits with a dose series show IC50 in µM; in the data active = inhibition mostly above about 51%, no sharp cut-off; also: some results filed as inactive read as strong as hits
Siah-1 displacement = blockers of Siah-1 interaction with plectin peptide – biochemical, fluorescence polarization, rhodamine-plectin, uHTS, primary screen (AID 1817) | Siah-1 / rhodamine-plectin peptide fluorescence polarization; higher % means a stronger effect | displacement, % at 20 µM; hits with a dose series show IC50 in µM | 0.02% of 290,000 active;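 active = displacement of at least 50% at 20 µM, with a fluorescence ratio check between 0.3 and a set limit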;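 also: plate controls were Siah plus tracer with DMSO for no effect and tracer alone without Siah for full effect; strong numbers were not always called active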
P. falciparum M17LAP = P. falciparum M17LAP inhibitors, primary screen, biochemical, fluorogenic H-Leu-NHMec substrate, 1536-well (AID 1619). recombinant M17LAP, H-Leu-NHMec fluorogenic kinetic assay; higher % means a stronger effect. one-dose inhibition, % at 30 µM; IC50 in µM for titrated hits. 0.38% of 220,000 active;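 active = compound inhibiting the enzyme by more than half at any dose during confirmatory dose-response retesting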;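 also: plate controls were full reaction with DMSO carrier for no effect and no enzyme background for full effect; strong numbers were not always called active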
M1AAP inhibition = malaria alanyl aminopeptidase activity blockers – biochemical, fluorogenic H-Leu-NHMec substrate, 1536-well (AID 1445); inhibition, % at 30 µM; hits with a dose series show IC50 in µM; 0.42% of 220,000 active; recombinant M1AAP, H-Leu-NHMec fluorogenic kinetic assay; higher % means a stronger effect;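 active = primary inhibition above the hit cutoff, then over 50% inhibition at one or more dose response concentrations, cut at about 23% in these data, passing the limit was not always enough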;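 also: plate controls were DMSO full reaction for no effect and no enzyme background for full effect; strong numbers were not always called active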
human PMI inhibitors = human PMI inhibitors, high substrate, primary screen, biochemical, fluorescence intensity, high mannose 6-phosphate (AID 1220) | inhibition, % at 20 µM, or IC50 in µM where a hit was titrated | 0.66% of 190,000 active | recombinant PMI enzyme, coupled fluorescence intensity; higher % means a stronger effect
PMI inhibitors = inhibitors of human PMI, primary screen, biochemical, fluorescence intensity, coupled assay (AID 1209); purified PMI enzyme, coupled fluorescence intensity; higher % means a stronger effect; one-dose inhibition, % at 20 µM; IC50 in µM for titrated hits; 0.42% of 190,000 active;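 also: plate controls were DMSO vehicle for no effect and wells lacking substrate for full effect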
XIAP displacement = small molecules displacing peptide from XIAP – biochemical, IAP family, fluorescence polarization (AID 1018) | XIAP BIR domain, fluorescence polarization peptide displacement; higher % means a stronger effect | displacement, % at 20 µM; hits with a dose series show IC50 in µM | 0.007% of 200,000 active; in the data active = displacement above about 50%; also: a part of the inactive calls stands beside numbers as strong as those of hits
Dynein cargo inh = dynein cargo transport inhibition | 3617.4 mouse cells, GR-EGFP nuclear translocation imaging; test concentration mostly 20 µM; stimulated with dexamethasone, 1 µM; active compounds read low | z-score, hits read low | 0.47% of 220,000 active | AID 1381;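 active = plate z-score of nuclear minus cytoplasmic receptor signal below a set negative limit, without overly bright fluorescence or cell loss, cut at about -3.5 in these data, passing the limit was not always enough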;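 also: z-score of nuclear minus cytoplasmic ring GR-EGFP intensity difference per well; some compounds called inactive have numbers as strong as hits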
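Buffer or medium – tet-free medium with charcoal-stripped serum · Signal – automated 10x imaging of fixed Hoechst-stained cells · Also added – dexamethasone agonist, 1.0 µM final, for 30 min · Incubation – induction 48 h, compound 1 h, agonist 30 min · Read-out – GR-EGFP nuclear translocation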
Dynein cargo inh cytoplasmic EGFP = recorded beside Dynein cargo inh, whose call it bears; z-score; measured here: cytoplasmic GR-EGFP intensity; active compounds read high
Dynein cargo inh nuclear GR-EGFP = also measured in Dynein cargo inh; calls as there; z-score; measured here: nuclear GR-EGFP intensity;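 lower value marks the stronger effect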
Dynein cargo inh cell count = also measured in Dynein cargo inh; calls as there; z-score; measured here: cell count per field
* hit, by the source's call; i = inactive; nt = no result given. Rule as the data show it, unless noted: active = inhibition above about 50%; inactive = the rest. The order is random; overall some 2.1% were active at least once.

no.	SMILES	LYP inhibition	AID2073	Siah-1 displacement	P. falciparum M17LAP	M1AAP inhibition	human PMI inhibitors	PMI inhibitors	XIAP displacement	Dynein cargo inh	Dynein cargo inh cytoplasmic EGFP	Dynein cargo inh nuclear GR-EGFP	Dynein cargo inh cell count
1	Cn1c(=O)[nH]c(=O)c2[nH]c(CN3CCN(Cc4ccccc4)CC3)nc21	0.3%	4.4%	4.0%	20.4%	3.7%	nt	nt	nt	-1.07	-0.721	-0.319	-0.00765
2	NC(=S)Nc1cc(Cl)ccc1Cl	-1.5%	47.9%	0.3%	-6.9%	-1.0%	nt	nt	nt	1.4	-0.208	0.664	-0.912
3	CCOc1ccc(-n2c(-c3ccccc3)c[n+]3c2CCCCC3)cc1	-10.3%	5.7%	6.8%	15.6%	1.5%	0.9%	4.9%	-4.4%	0.0267	-0.184	0.0718	-0.255
4	CN(c1ccc(C(=O)Nc2ccc(Cl)cn2)cc1)S(=O)(=O)c1ccccc1	0.7%	1.1%	-4.7%	-1.6%	-1.3%	11.7%	9.1%	-6.2%	-0.951	-0.0934	-0.317	0.669
5	CC(NC(=S)Nc1cccc(C(F)(F)F)c1)C(C)(C)C (stereo unspecified)	1.0%	-12.4%	1.5%	-2.1%	-5.8%	54.2%*	10.1%	-7.4%	-0.748	-0.265	-0.345	0.572
6	CC(NC(=O)c1ccco1)C(=O)N1CCc2ccccc2C1 (stereo unspecified)	-5.8%	5.2%	-2.4%	-10.3%	-8.5%	0.3%	3.5%	1.7%	0.255	-0.218	0.136	0.655
7	CCc1nc(SCC(=O)Nc2ccnc3ccccc23)n[nH]1	-5.7%	4.5%	-2.5%	7.8%	6.5%	3.7%	4.0%	-1.0%	0.241	-0.267	-0.0792	0.998
8	CCOC(=O)c1nn(-c2ccc(Cl)cc2)c2nc(CC)c(C#N)c(=O)n12	0.1%	30.9%	6.2%	-0.2%	-10.7%	0.3%	-4.0%	-8.2%	-0.0483	-0.238	-0.083	-0.242
9	Cc1cc(C)nc(NS(=O)(=O)c2ccc(N/C=C3\CCCC3=O)cc2)n1	-6.2%	0.3%	-2.7%	56.7µM*	5.3%	13.0%	0.4%	-3.3%	-0.335	-0.18	-0.621	1.14
10	CCCc1[nH]nc2c1C(c1ccccc1OCC)C(C#N)=C(N)O2 (stereo unspecified)	-4.7%	3.4%	6.2%	8.3%	3.3%	9.0%	4.1%	-6.3%	0.566	-0.112	0.7	-1.12
11	Clc1cccc(COn2c(-c3ccc(Cl)cc3Cl)nc3ncccc32)c1	-8.7%	0.6%	-1.9%	14.5%	1.4%	-3.6%	3.4%	-11.8%	0.0879	-0.0159	0.396	-0.897
12	CCOCCCNC(=O)C(NC(=O)c1ccc(NC(C)=O)cc1)c1ccccc1 (stereo unspecified)	-9.6%	-3.5%	4.2%	-8.8%	6.2%	-8.6%	1.6%	2.7%	3.42	-0.0616	3.51	-2.16
13	CC1CCN(C(=O)CSc2nc(N)c3c4c(sc3n2)CN(C)CC4)CC1	-4.1%	4.0%	2.4%	-22.2%	9.9%	21.8%	-2.0%	0.5%	-0.553	-0.166	0.000999	0.488
14	CCN(CC)C(=S)SCC(=O)NC12CC3CC(CC(C3)C1)C2	3.1%	-5.2%	-4.1%	10.2%	8.4%	8.3%	20.5%	-5.8%	-0.785	-0.295	-0.735	0.848
15	CC1CCCC(C)N1CCNC(=O)C1CCN(S(=O)(=O)N2CCCCC2)CC1 (stereo unspecified)	1.3%	-2.1%	2.6%	-6.0%	3.5%	16.8%	16.7%	0.8%	0.0366	-0.248	0.27	0.531
16	CCOc1ccc(CC(C(=O)NN)C(=O)NN)cc1CN(C)C	-9.8%	4.2%	0.7%	1.8%	-1.6%	-4.6%	1.3%	1.4%	-0.615	0.0986	0.0687	0.541
17	O=C(CCc1ccccc1)Nc1cc(C(=O)O)cc(C(=O)O)c1	-12.2%	9.5%	0.7%	0.8%	2.8%	-4.8%	-2.0%	-6.4%	-0.367	-0.257	-0.118	1.14
18	COc1ccc(OC)c(NC(=O)c2ccccc2NS(=O)(=O)c2cccc3cccnc23)c1	4.6%	10.1%	-3.9%	9.8%	16.9%	4.9%	13.1%	-5.3%	1.43	0.139	0.241	-1.22
19	C[C@@H](C(=O)NCc1ccccn1)[C@@H]1C[C@@]1(C)[C@@H](NC(=O)OCc1ccccc1)c1ccccc1	-0.8%	20.4%	-0.2%	3.9%	4.8%	6.9%	1.7%	-14.0%	0.689	-0.287	0.675	-0.153
20	O=C(N/N=C/c1ccc[nH]1)c1cccnc1	6.0%	3.9%	1.4%	6.0%	0.4%	25.4%	-1.9%	-5.2%	-0.254	-0.0977	0.0131	-0.889
21	Clc1ccc2nc(CSc3ccccc3)cn2c1	0.4%	-4.6%	-1.3%	17.5%	3.6%	-1.9%	-1.3%	-12.3%	0.441	-0.255	0.256	0.15
22	C1CCN(c2nc3nonc3nc2NCC2CCOCC2)CC1	-3.4%	1.1%	1.2%	18.0%	7.5%	-2.4%	1.1%	-7.2%	1.03	-0.282	0.288	-0.379
23	O=C(COc1ccccc1-c1ccccc1)N/N=C/c1cccc2ccccc12	6.6%	3.9%	1.1%	1.1%	3.9%	17.9%	20.0%	-5.7%	0.484	-0.19	-0.158	-0.586
24	O=S(=O)(c1ccccc1)c1nc(-c2ccccc2)oc1N1CCCCC1	-4.0%	-8.2%	-0.6%	2.1%	-2.5%	-70.7%	-38.2%	-5.3%	0.47	-0.267	0.109	0.2
25	O=C(CN(c1cccc(Cl)c1)S(=O)(=O)c1ccc(Cl)cc1)N1CCc2ccccc2C1	4.6%	8.6%	-1.9%	15.4%	-0.6%	4.7%	7.7%	-0.7%	-0.456	-0.239	0.617	-0.09
26	O=C(NCCc1c[nH]c2ccccc12)/C(=C\c1cccnc1)NC(=O)c1ccco1	-5.3%	-1.4%	14.0%	7.0%	9.3%	-2.0%	-3.5%	-2.4%	1.13	-0.202	0.163	-0.654
27	O=C(Nc1cccnc1)c1coc(=O)c2ccccc12	-1.9%	-4.5%	8.5%	-9.2%	13.0%	12.4%	16.7%	-0.8%	-0.605	-0.000847	-0.0754	-0.148
28	CS(=O)(=O)N1CCN(c2ccc([N+](=O)[O-])c(SCc3ccco3)c2)CC1	0.3%	60.9%	i	1.8%	-0.8%	43.6%	9.4%	-3.0%	0.158	-0.279	0.529	0.119
29	COc1ccc(-c2nc(NC(=O)c3ccc(OCC(=O)N4CCOCC4)c(OC)c3)sc2C)cc1	-1.1%	3.8%	2.0%	-9.6%	9.0%	2.7%	21.5%	-2.9%	0.838	-0.281	0.303	-0.393
30	CCCCCn1c(C(Cc2ccccc2)NC(=O)COC)nc2ccccc21 (stereo unspecified)	-1.5%	2.1%	4.4%	-3.1%	4.0%	5.1%	6.6%	-1.0%	-0.893	-0.239	-0.53	0.173
31	Clc1cccc(OCCn2cncn2)c1Cl	-4.3%	2.8%	-0.6%	8.5%	-2.5%	-4.8%	1.0%	-2.7%	0.982	-0.21	1.02	-0.757
32	CCN(CC)c1ccc2cc(/C(N)=N/NC(=O)c3cccs3)c(=O)oc2c1	2.4%	10.4%	16.1%	10.4%	0.9%	nt	nt	nt	1.25	7.24	2.44	-0.993
33	CC1=C(C(=O)NCCCOC(C)C)C2(CCC(C)CC2)OC1=O (stereo unspecified)	-2.6%	-6.1%	4.0%	1.2%	6.6%	4.2%	4.5%	-14.0%	-0.409	-0.171	0.122	0.22
34	Cc1cc(C)c2nc(N3CCC(C(=O)N4CCCC4)CC3)sc2c1	-6.4%	-1.8%	-2.7%	2.0%	-6.7%	2.3%	4.0%	-1.8%	-0.178	-0.168	-0.213	0.793

An excerpt from above in order of length of the SMILES, descending.
no.	SMILES	LYP inhibition	AID2073	Siah-1 displacement	P. falciparum M17LAP	M1AAP inhibition	human PMI inhibitors	PMI inhibitors	XIAP displacement	Dynein cargo inh	Dynein cargo inh cytoplasmic EGFP	Dynein cargo inh nuclear GR-EGFP	Dynein cargo inh cell count
25	O=C(CN(c1cccc(Cl)c1)S(=O)(=O)c1ccc(Cl)cc1)N1CCc2ccccc2C1	4.6%	8.6%	-1.9%	15.4%	-0.6%	4.7%	7.7%	-0.7%	-0.456	-0.239	0.617	-0.09
26	O=C(NCCc1c[nH]c2ccccc12)/C(=C\c1cccnc1)NC(=O)c1ccco1	-5.3%	-1.4%	14.0%	7.0%	9.3%	-2.0%	-3.5%	-2.4%	1.13	-0.202	0.163	-0.654
32	CCN(CC)c1ccc2cc(/C(N)=N/NC(=O)c3cccs3)c(=O)oc2c1	2.4%	10.4%	16.1%	10.4%	0.9%	nt	nt	nt	1.25	7.24	2.44	-0.993
24	O=S(=O)(c1ccccc1)c1nc(-c2ccccc2)oc1N1CCCCC1	-4.0%	-8.2%	-0.6%	2.1%	-2.5%	-70.7%	-38.2%	-5.3%	0.47	-0.267	0.109	0.2
34	Cc1cc(C)c2nc(N3CCC(C(=O)N4CCCC4)CC3)sc2c1	-6.4%	-1.8%	-2.7%	2.0%	-6.7%	2.3%	4.0%	-1.8%	-0.178	-0.168	-0.213	0.793
33	CC1=C(C(=O)NCCCOC(C)C)C2(CCC(C)CC2)OC1=O (stereo unspecified)	-2.6%	-6.1%	4.0%	1.2%	6.6%	4.2%	4.5%	-14.0%	-0.409	-0.171	0.122	0.22
27	O=C(Nc1cccnc1)c1coc(=O)c2ccccc12	-1.9%	-4.5%	8.5%	-9.2%	13.0%	12.4%	16.7%	-0.8%	-0.605	-0.000847	-0.0754	-0.148
31	Clc1cccc(OCCn2cncn2)c1Cl	-4.3%	2.8%	-0.6%	8.5%	-2.5%	-4.8%	1.0%	-2.7%	0.982	-0.21	1.02	-0.757

High-throughput results (PubChem)
